Screening data: PubChem BioAssay, several laboratories
NR5A2 inv ag: inverse agonists of human LRH-1 (NR5A2). hit rate 0.13% among 360,000. inhibition, % at 3.6 µM. HEK293T StAR-luciferase reporter, LRH-1 transfected, 24 h. O00482;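 active = inhibition above the mean inhibition of all tested compounds plus 3 SD, cut at about 73% in these data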;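 also: 0% = DMSO wells and 100% = reporter-only cells lacking LRH-1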
LMP1 NFkB inh: Epstein-Barr LMP1 NF-kappaB reporter inhibition. LMP1-induced NF-kappaB luciferase reporter cells, luminescence. inhibition, % at 12.5 µM. hit rate 0.69% among 350,000; in the data active = inhibition above about 41%;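 also: 0% = neutral control wells and 100% = reference inhibitor control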
NCOA1 inh: inhibits human SRC1 coactivator | HEK293 GAL4-SRC1 luciferase reporter, luminescence | inhibition, % at 3.6 µM | hit rate 0.12% among 360,000 | AID 588354;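 active = inhibition above the campaign mean plus 3 SD, with each screening campaign given its own cutoff, cut at about 60% in these data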;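 also: 0% = DMSO treated cells and 100% = gossypol at 36 µM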
CF NFkB inh: inhibitors of cystic fibrosis induced NF-kB. hit rate 0.86% among 360,000. inhibition, % at 5 µM. KKLEB NF-kB-GFP reporter, PAF-induced, GFP fluorescence overnight;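 active = at least 50% inhibition at 5 µM, scaled per plate between neutral and stimulator controls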;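 also: PAF is a Pseudomonas aeruginosa culture filtrate used as stimulus; plate controls were PAF-stimulated DMSO wells for no effect and unstimulated DMSO wells for full effect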
TRAIL sens C8: sensitizes caspase-8 expressing cells to TRAIL. NB7+C8 cells + TRAIL, ATPlite viability luminescence. inhibition (viability loss, TRAIL sensitization), % at 10 µM. AID 624354. hit rate 1% among 360,000;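 active = compounds causing at least 50% loss of cell viability in the single-dose screen, relative to plate controls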
NR2F2 inh: NR2F2 (human) inhibition, primary screen; inhibition, % at 8.6 µM; HEK293T NGFI-A luciferase reporter, luminescence; hit rate 0.7% among 370,000; P24468;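 active = inhibition above a per-plate cutoff, mean inhibition of test wells between control levels plus 3 SD, cut at about 38% in these data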;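 also: cells cotransfected with COUP-TFII expression vector driving the NGFI-A reporter; 0% = median of COUP-TF2 test wells and 100% = reporter-only cells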
SRC3 inh: inhibitors of human steroid receptor coactivator 3 (SRC3) | hit rate 0.17% among 360,000 | HEK293 GAL4-SRC3 luciferase reporter, luminescence | Q9Y6Q9 | inhibition, % at 3.6 µM;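 active = inhibition above a per-campaign cutoff, the mean of all compounds plus 3 SD, cut at about 60% in these data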;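 also: 0% = DMSO-treated cells and 100% = gossypol-treated cells at 36 µM; higher means less SRC3-driven luciferase light from the GAL4 reporter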
Target sequence (Q9Y6Q9 whole entry, looked up, the tested form may be a part): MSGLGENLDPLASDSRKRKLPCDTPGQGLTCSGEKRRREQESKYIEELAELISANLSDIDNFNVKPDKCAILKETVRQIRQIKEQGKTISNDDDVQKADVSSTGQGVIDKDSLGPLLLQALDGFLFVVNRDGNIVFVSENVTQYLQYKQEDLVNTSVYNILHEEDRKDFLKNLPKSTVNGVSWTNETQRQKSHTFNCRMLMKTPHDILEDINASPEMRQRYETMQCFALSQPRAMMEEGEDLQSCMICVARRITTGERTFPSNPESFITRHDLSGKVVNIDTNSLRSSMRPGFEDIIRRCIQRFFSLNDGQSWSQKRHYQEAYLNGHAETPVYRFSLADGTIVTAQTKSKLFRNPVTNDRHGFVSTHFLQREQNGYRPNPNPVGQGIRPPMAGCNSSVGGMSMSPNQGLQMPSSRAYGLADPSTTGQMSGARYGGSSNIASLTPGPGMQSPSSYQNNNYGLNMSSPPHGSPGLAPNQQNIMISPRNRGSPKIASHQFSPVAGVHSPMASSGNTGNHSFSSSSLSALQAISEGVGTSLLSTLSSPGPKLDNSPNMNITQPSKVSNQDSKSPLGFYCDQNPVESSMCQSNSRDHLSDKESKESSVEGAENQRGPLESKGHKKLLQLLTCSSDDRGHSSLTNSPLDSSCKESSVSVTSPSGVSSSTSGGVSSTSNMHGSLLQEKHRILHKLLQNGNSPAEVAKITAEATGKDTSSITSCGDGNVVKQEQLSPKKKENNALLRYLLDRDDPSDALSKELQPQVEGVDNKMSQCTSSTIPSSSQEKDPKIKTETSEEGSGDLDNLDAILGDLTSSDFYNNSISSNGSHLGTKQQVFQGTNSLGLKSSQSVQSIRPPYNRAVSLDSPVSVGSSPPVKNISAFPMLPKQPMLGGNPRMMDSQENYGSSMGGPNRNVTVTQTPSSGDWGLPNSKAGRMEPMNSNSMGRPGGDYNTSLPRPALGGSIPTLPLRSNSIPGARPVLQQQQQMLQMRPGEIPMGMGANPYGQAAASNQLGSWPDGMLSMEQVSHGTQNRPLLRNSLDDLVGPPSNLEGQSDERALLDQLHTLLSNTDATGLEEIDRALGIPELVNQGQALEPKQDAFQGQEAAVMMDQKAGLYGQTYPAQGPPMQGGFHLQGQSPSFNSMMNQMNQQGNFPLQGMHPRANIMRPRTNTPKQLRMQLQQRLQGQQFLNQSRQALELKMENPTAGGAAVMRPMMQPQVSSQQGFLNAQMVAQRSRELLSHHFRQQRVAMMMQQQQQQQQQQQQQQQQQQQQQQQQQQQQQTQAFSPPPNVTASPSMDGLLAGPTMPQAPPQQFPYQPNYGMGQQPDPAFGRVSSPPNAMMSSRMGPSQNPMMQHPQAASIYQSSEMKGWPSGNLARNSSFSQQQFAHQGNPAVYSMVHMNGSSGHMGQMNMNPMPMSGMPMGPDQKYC
TWEAK Fn14 block: blocks TWEAK-Fn14 interaction in a reporter cell assay. TWEAK-stimulated Fn14 reporter cells, luciferase luminescence, 8 h. inhibition, % at 10 µM. hit rate 2% among 360,000. AID 1159606; in the data active = inhibition above about 50%
KKLEB cytotox: CF airway cell cytotoxicity counter-screen. KKLEB CF airway cells viability, ATPlite luminescence, overnight; active compounds read low; cells stimulated with P. aeruginosa culture filtrate. activity change (cytotoxicity), % at 5 µM. hit rate 0.36% among 360,000. AID 602141;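 active = corrected activity change at or below -50% at 5 µM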
SRC2 inh: inhibits human steroid receptor coactivator 2. Q15596. HEK293 GAL4-SRC2 luciferase reporter, luminescence. inhibition, % at 9 µM. hit rate 0.17% among 370,000. AID 651957;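 active = inhibition above the mean inhibition of all tested compounds plus 3 SD, set per campaign, cut at about 52% in these data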;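 also: 0% = DMSO treated cells and 100% = cells given Gossypol at 36 µM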
TROY signal inh: blocks TROY-dependent signaling in reporter cells. AID 1347056. inhibition, % at 10 µM. Q293 LMP1-TROYcd NF-kB luciferase reporter, 4 h. hit rate 0.98% among 360,000;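 active = compounds whose plate-normalised and pattern-corrected inhibition of the luciferase reporter signal at the single screening dose is 50% or more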
* hit, by the source's call; x = not tested or not shown.

SMILES	NR5A2 inv ag	LMP1 NFkB inh	NCOA1 inh	CF NFkB inh	TRAIL sens C8	NR2F2 inh	SRC3 inh	TWEAK Fn14 block	KKLEB cytotox	SRC2 inh	TROY signal inh
CCC(=O)c1ccc(OC(=O)Cc2ccc(OC)cc2)cc1	-16	13	2	1	-1	6	3	2	3	4	14
O=C(COC(=O)c1ccccc1Cl)NCc1cccs1	-45	-14	-8	14	1	-23	-31	-57	-6	-32	-85
CCc1nc(SCC(=O)c2ccc(C)c(C)c2)n[nH]1	3	0	-5	-8	-8	-16	-1	1	17	-40	-26
CN(C)CC1CCC/C(=C\c2ccc(OC(=O)/C=C/c3ccc(Cl)c(Cl)c3)cc2)C1=O (stereo unspecified)	12	-1	-7	-26	21	-9	3	-22	13	0	3
Cn1cccc1-c1cc(C(=O)N/N=C/c2ccc(F)cc2)[nH]n1	4	9	13	-1	4	12	4	15	-5	-40	-1
CCCCn1nnc(NC(=O)c2sc3cc(Cl)ccc3c2Cl)n1	-20	1	2	-12	24	-9	-2	-6	1	-22	-2
c1coc(-c2nnc3sc(-c4cccs4)nn23)c1	-1	1	-2	-14	21	-5	-3	0	4	-12	-15
O=c1c(-c2cc3ccccc3o2)[n+]([O-])c2ccccc2n1OCc1ccccn1	-112	-14	-87	-26	26	-55	-112	32	-7	-45	-14
CCCCC(=O)Nc1ccc2c(c1)nc1n2CCOC1	-114	-20	-42	14	-6	-33	-37	2	-11	-34	-22
CCOP(=O)(OCC)C(NC(=O)c1cc([N+](=O)[O-])cc([N+](=O)[O-])c1)C(F)(F)F (stereo unspecified)	-15	-5	-7	13	-5	-12	-2	9	5	-21	15
Cc1noc(C)c1C(=O)NC(Cc1c[nH]c2ccccc12)C(=O)O (stereo unspecified)	-1	-3	8	-1	-9	16	-5	-1	5	-6	-15
O=C(COc1ccc(C(=O)c2ccccc2)cc1)NCC1CCCCC1	-14	19	-2	-7	14	2	25	7	11	4	21
COc1ccc(C(=O)NCC(=O)n2nc(C)cc2C)cc1OC	3	19	1	0	-15	9	5	4	1	-6	-32
COC(=O)c1ccccc1NC(=O)c1noc2c1CCC2	10	-2	-9	8	4	13	11	4	-12	-32	-16
CCc1ccccc1NC(=O)c1cc(S(=O)(=O)N(C)C)ccc1N1CCCC1	10	-4	5	8	-12	-14	-12	1	-10	-2	-26
COC(=O)c1cc(C(=O)OC)cc(N2C(=O)CC(Sc3nc(C)cc(C)n3)C2=O)c1 (stereo unspecified)	1	6	7	-8	-7	3	9	11	-2	6	32
CCCCOC(=O)CCc1c(C)[nH]c(=O)c(C#N)c1C	3	6	4	-52	6	-7	-20	-13	10	-27	4
CN(C)S(=O)(=O)c1cccc(NC(=O)Cc2ccsc2)c1	-6	7	7	-5	-7	3	9	-9	-4	27	-8
CC(C)c1onc(C(=O)NCc2ccccc2)c1[N+](=O)[O-]	1	7	-4	12	-8	-11	12	-2	7	8	18
Cc1ccc(Cc2c(C3CCCCC3)nc3ccc(Cl)cn23)cc1	-18	x	-10	28	9	-26	-14	-5	1	-34	-2
CN(Cc1nccs1)C(=O)C1CCC(=O)N(CCc2cccc(F)c2)C1 (stereo unspecified)	-8	-7	-17	9	4	-11	-3	0	5	-30	-4
C=CCOc1ccc2ccccc2c1CNn1cn[nH]c1=S	10	-3	8	16	13	14	-18	-10	-8	-10	19
Cc1ccc(N2C(=O)[C@@H]3Cc4ccccc4CN3C2=O)cc1	-76	2	-22	-4	-16	-11	-26	-9	17	-62	-30
Cc1cccc(C(=O)NNC(=O)c2ccc3ccccc3c2)c1	9	2	10	-6	-3	-8	-9	-11	15	-28	-8
Cc1ccc(S(=O)(=O)Cc2ccc(C(=O)N3CCN(c4cc(C)ccc4C)CC3)o2)cc1	11	-4	-5	24	23	-8	1	29	-2	1	11
More compounds follow:
SMILES	NR5A2 inv ag	LMP1 NFkB inh	NCOA1 inh	CF NFkB inh	TRAIL sens C8	NR2F2 inh	SRC3 inh	TWEAK Fn14 block	KKLEB cytotox	SRC2 inh	TROY signal inh
Cc1ccc(N(C(=O)Cn2nnc3ccccc32)C(C(=O)NCc2ccccc2)c2ccccn2)cc1 (stereo unspecified)	5	-8	9	-9	-13	14	-24	1	17	-6	16
COc1cc(/C=C/C(=O)OCC(=O)NNC(=O)c2cc(Cl)ccc2OC)ccc1O	-2	5	-3	12	-2	-14	8	-15	-5	-13	-5
CC(=O)c1cc(C(=O)N2CCc3c([nH]c4ccccc34)C2CC(C)C)[nH]n1 (stereo unspecified)	-2	-9	0	-14	-5	7	10	19	2	1	-4
O=C(O)CCc1ccc(S(=O)(=O)Nc2ccccc2C(=O)NCCc2ccccc2)cc1	-60	-12	-71	7	-22	-17	-73	13	0	-54	-12
COc1ccc(NC(=O)C2(C)Cc3c(-c4ccc(C(N)=O)cc4)ccnc3O2)cc1 (stereo unspecified)	-7	x	-8	-69	-7	-13	-23	-97	-2	-15	-29
COc1ccc(N2CCC(CNC(=S)Nc3cc(C)ccc3C)C2)cc1 (stereo unspecified)	-30	3	-37	-1	-2	9	18	0	-1	4	14
COc1ccc2nc(NS(=O)(=O)c3ccc(NC(C)=O)cc3)sc2c1	8	-12	-12	11	-8	-6	15	22	-11	8	-2
Cc1cc(O)cc(O)c1-c1onc(C(F)(F)F)c1-c1cscn1	23	6	13	5	-5	18	9	52*	12	14	x
CCOc1cccc(/C=N/NC(=S)Nc2ccccc2[N+](=O)[O-])c1O	79*	35	84*	1	53*	82*	80*	100*	-12	60*	90*
Cc1ccc(S(=O)(=O)NNC(=O)c2cc(C)c(C)cc2N)cc1	-7	0	-7	-16	-12	2	-1	12	3	18	2
CCN(CC1CCCN(CCc2cccc(OC)c2)C1)C(=O)c1ccoc1C (stereo unspecified)	-21	4	-4	-14	9	-5	21	-1	-1	-18	-9
COc1ccc(C(=O)Cn2c(NCCO)nc3ccccc32)cc1OC	4	-10	7	16	6	7	8	-5	-11	-33	2
COc1ccc(NC(=O)CSc2nnc(Cc3ccccc3)c(=O)n2N)cc1	-7	3	8	-2	-12	19	2	9	2	-8	-10
CCCN(CCC)CCNC(=O)c1cc2c(-c3ccccc3F)nn(C)c2s1	-20	-14	-32	-16	3	14	-6	9	-4	-12	0
COc1ccc(NC(=O)COc2ccccc2Cl)cc1S(=O)(=O)N1CCCCC1	-12	8	2	-1	5	10	-3	-10	-8	-14	17
CCOC(=O)Cc1cnc(NC(=O)CSc2nc(N)cc(N)n2)s1	10	0	-56	15	2	14	5	-29	-6	-22	0
O=C(NN1CCOCC1)c1cnn2c(C(F)F)cc(-c3ccccc3)nc12	25	-13	-10	-14	3	1	5	-11	7	-16	0
CC(OC(=O)Cn1cnc2c1c(=O)n(C)c(=O)n2C)C(=O)NC(C)c1ccc(Cl)cc1Cl (stereo unspecified)	-15	1	7	-8	0	-20	-6	5	-3	-6	-15
CCn1c(CSCc2ccc(F)cc2)nnc1SCC(=O)N1CCN(c2ccccc2)CC1	-21	13	-5	-2	-1	17	17	1	-5	16	21
COc1ccc(CN(C)CC(=O)Nc2cccc(S(=O)(=O)N3CCCC3)c2)cc1F	0	2	-27	12	-13	26	10	3	-13	-20	3
O=C1CCCN2N=C(SCC(=O)N3N=C(c4ccc(Br)cc4)CC3c3ccc(F)cc3)SC2=N1 (stereo unspecified)	4	3	5	-2	1	3	-5	14	3	2	24
S=c1nc(-c2ccccc2)n(CCCN2CCOCC2)c2c1CCCC2	23	-7	9	-4	1	-3	5	-1	6	-12	-7
C[C@@H](C(=O)N[C@@H](Cc1c[nH]c2ccccc12)C(=O)O)n1nnc2ccccc2c1=O	13	0	-8	-15	-8	7	26	72*	10	3	-6
Cc1ccc(C(C)C)cc1OCCOCCN1CCCC1	-4	-2	-44	-7	17	19	19	-3	-2	-4	7
OCCNc1ncnc2c1nnn2Cc1ccccc1Cl	19	-4	-3	-30	1	-12	3	-29	12	-6	-27

The last 4 compounds of the part above are carried over, then new ones follow:
SMILES	NR5A2 inv ag	LMP1 NFkB inh	NCOA1 inh	CF NFkB inh	TRAIL sens C8	NR2F2 inh	SRC3 inh	TWEAK Fn14 block	KKLEB cytotox	SRC2 inh	TROY signal inh
S=c1nc(-c2ccccc2)n(CCCN2CCOCC2)c2c1CCCC2	23	-7	9	-4	1	-3	5	-1	6	-12	-7
C[C@@H](C(=O)N[C@@H](Cc1c[nH]c2ccccc12)C(=O)O)n1nnc2ccccc2c1=O	13	0	-8	-15	-8	7	26	72*	10	3	-6
Cc1ccc(C(C)C)cc1OCCOCCN1CCCC1	-4	-2	-44	-7	17	19	19	-3	-2	-4	7
OCCNc1ncnc2c1nnn2Cc1ccccc1Cl	19	-4	-3	-30	1	-12	3	-29	12	-6	-27
O=C(c1cnccn1)N(Cc1ccco1)C1(C(=O)NC2CCCCC2)CCCCC1	2	22	6	9	-5	5	23	-11	-6	7	1
C[C@H](CO)N1C[C@H](C)[C@@H](CN(C)Cc2ccccc2C(=O)O)OCc2cnnn2CCCC1=O	-8	5	-2	-18	-6	-3	16	-9	18	-35	-1
CCOC(=O)C1CCN(c2ncnc3nc[nH]c23)CC1	-30	-9	-12	-26	-8	8	6	-35	-4	16	-6
C=CCNC(=O)c1c(CSc2ccc(Cl)cc2)noc1C(=O)NCCC	-13	-8	-42	13	18	15	7	-7	2	13	-20
N=c1c2c3c(sc2ncn1N)CCC3	-1	6	10	-15	-18	9	18	29	10	21	-5
O=C(CC1CCCC1)Nc1ccc2c(c1)CCC2	-98	-41	-84	5	1	-28	-68	-37	1	-66	-53
O=C(O)CCCCCN=Cc1c(O)c2ccccc2oc1=O	0	7	-7	18	0	0	19	-7	1	-21	-4
COc1ccc(C2/C(=C(/O)c3ccc(Cl)cc3)C(=O)C(=O)N2CCN2CCOCC2)c(OC)c1 (stereo unspecified)	-12	17	1	3	9	-14	-11	-11	1	-21	-16
COc1ccc(C(=O)NNC(=O)CCn2nnc(-c3ccc(Cl)cc3)n2)cc1OC	-6	-3	-4	-9	-6	-24	15	-26	-1	-11	-2
COC(=O)CC(NS(=O)(=O)c1cccs1)c1ccc2c(c1)OCO2 (stereo unspecified)	9	5	5	-6	0	-5	11	-24	2	-9	-2
COc1ccc(-c2cc(-c3ccccc3O)[nH]n2)cc1OC	-133	-26	-99	-16	17	-75	-84	-14	8	-108	-43
O=C(NCc1csc(-c2cccs2)n1)C1CC1	-52	-10	-59	-1	0	-14	-25	-14	4	-83	-16
COc1ccc(NC(=O)[C@@]2(CC(=O)O)CC(/C=C/c3ccccc3)=NO2)cc1	-2	4	1	-8	-7	13	-6	12	10	-12	0
Nc1ncnc2c1ncn2C1OC(COP(=O)(O)O)C(O)C1O (stereo unspecified)	-23	7	-16	-8	-4	-13	-15	-37	-2	-44	5
COc1ccc(C)cc1NC(=S)N1CCN(c2ncccn2)CC1	13	-7	2	-3	-10	8	2	11	-21	-16	24
CCc1nnc(NC(=O)CSc2nnc(COc3ccccc3C)o2)s1	1	-1	-16	-16	4	3	4	-15	2	-36	-10
COc1ccc2c(CC(=O)Nc3nnc(C4CC4)s3)coc2c1	9	2	-11	-2	1	9	-14	-16	-1	-6	-40
CCOc1ccc(S(=O)(=O)NCC(=O)NC2CCCCC2)cc1	21	5	10	-37	10	10	1	4	12	13	-16
